MT1-MMP act inh = inhibitors of human MT1-MMP activation; actives 0.061% (n = 360,000); AID 651647; HT1080 RFP-PRO-GFP cells, GFP/RFP ratio fluorescence, overnight; percent of plate control window, DMSO zero; GFP/RFP ratio change, % at 20 µM; P50281;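 active = GFP/RFP ratio change of at least 30% with cell ATP level not reduced by more than half and red fluorescence within 50% of control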; note: strong numbers were not always called active
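Assay system – RFP-PRO-GFP reporter HT1080 cells · Compound dosing – single dose of 20 µM compound, 1% DMSO final · Incubation – overnight compound exposure at 37 °C · Measure – GFP/RFP fluorescence ratio · Benchmarks – DMSO wells and RFP-L50D-GFP cells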
Rin1 Abl inh = inhibitors of human Rin1-Abl protein interaction | TR-FRET Rin1/Abl binding, biochemical | P00519+Q13671 | actives 0.4% (n = 360,000) | inhibition, % at 7.35 µM; in the data active = inhibition above about 5%, passing the limit was not always enough
MsrA act = bovine methionine sulfoxide reductase A activation. activation, % at 10.6 µM. actives 0.3% (n = 360,000). purified bovine MsrA, absorbance read-out; in the data active = activation above about 7.5%;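 note: 0% = vehicle and 100% = reference activator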
SKN-1 block = blocks SKN-1 activity in C. elegans; C. elegans VP596 Pgst-4::GFP/RFP ratio, acrylamide-induced, 24 h; inhibition, % at 21.8 µM; actives 0.49% (n = 360,000); AID 624304;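 active = interference check ratio from 0.5 to 1.5 plus GFP to RFP signal ratio inhibition reaching or exceeding a fixed threshold, cut at about 30% in these data, passing the limit was not always enough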; note: some compounds called inactive have numbers as strong as hits
MsrA inhibitor = inhibitors of bovine MsrA; actives 0.75% (n = 360,000); purified bovine MsrA, absorbance read-out; inhibition, % at 15.5 µM; in the data active = inhibition above about 4.5%;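 note: 0% = vehicle wells with enzyme and 100% = reference inhibitor wells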
FAS TE block = inhibitors of human fatty acid synthase thioesterase domain. P49327. recombinant FAS-TE, OMFH fluorogenic substrate, fluorescence endpoint. inhibition, % at 15 µM. actives 0.67% (n = 360,000). AID 602261;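 active = compounds whose normalised, plate-corrected inhibition of enzyme fluorescence in the single-dose primary screen is 50% or more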;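 note: 0% = DMSO with enzyme and 100% = substrate without enzyme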
eLon inh = E. coli protease La inhibition | AID 602123 | inhibition, % at 7.94 µM | P0A9M0 | purified E. coli Lon protease, fluorescence polarization | actives 0.42% (n = 360,000); in the data active = inhibition above about 13%, passing the limit was not always enough;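 note: 0% = enzyme with probe and DMSO and 100% = no enzyme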
Neddylation inh = inhibitors of human cullin neddylation; P61081+Q13564; calls only at 25 µM; AID 651699; actives 0.58% (n = 360,000); TR-FRET cullin neddylation, biochemical; in the data active = inhibition above about 36%
CendR NRP1 mod = NRP-1/CendR interaction modulation | FAM-RPARPAR peptide binding to NRP-1, fluorescence polarization | inhibition, % at 25 µM | actives 0.85% (n = 360,000) | AID 602438;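 active = inhibition or corrected inhibition above about 18%, plus a signal ratio from 0.5 to 1.5, limit read from the data, passing the limit was not always enough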; note: strong numbers were not always called active
Numbers without * were called inactive; i = inactive; / = not tested or not shown.

cpd	molecule	MT1-MMP act inh	Rin1 Abl inh	MsrA act	SKN-1 block	MsrA inhibitor
1	CCOC(=O)CSc1nc2sc3c(c2c(=O)n1-c1ccccc1)CCN(C(C)C)C3	-4	-3	-8	1	3.4
2	COC(CNC(=O)C(=O)Nc1cc2c3c(c1)CCN3C(=O)CC2)OC	-2	-1	-3	0	-0.6
3	Fc1cccc(NC(=S)NCc2ccc(Cl)cc2)c1	6	-2	-3	-1	2.0
4	C[C@@H](CSc1ccc(Br)cc1)CN1CC[C@H](C(C)(C)C)CCC1=O	-1	-1	1	4	-0.1
5	O=C(CN1CCCC1)Nc1nc(-c2ccc(Cl)cc2)cs1	9	0	-5	9	/
6	CCOC(=O)c1nn(-c2ccccc2)c(C(=O)OCC)c1N	3	2	-3	7	1.1
7	CN1CCN(C(=O)Nc2ccc3c(c2)N(C)C(=O)c2ccccc2S3)CC1	-1	2	-2	8	0.2
8	O=C(Nc1ccccc1)C1=C[C@@H](c2ccc(Br)cc2)C[C@@H](OCCCCO)O1	4	5	-6	16	0.5
9	O=C1NC(c2ccccc2)=NC1(NS(=O)(=O)c1ccccc1)C(F)(F)F (configuration not stated)	-3	-4	-3	-8	1.6
10	CCN(CC)CCCN=C1N[C@@H](c2cccc(C(F)(F)F)c2)C(C(=O)OC)=C(C)N1CC	-1	1	0	-13	1.0
11	O=C(Nc1cccc(O)c1)c1cccc(S(=O)(=O)N2CCCC2)c1	1	-4	-2	27	1.5
12	O=C(COC(=O)c1ccccc1C(=O)c1ccc(Cl)cc1)NCc1ccccc1	-4	2	-1	17	0.4

cpd	FAS TE block	eLon inh	Neddylation inh	CendR NRP1 mod
1	-12	-8	i	-46
2	-5	12	i	-8
3	7	-9	i	-2
4	37	11	i	14
5	16	-6	i	-2
6	-6	-9	/	0
7	0	5	i	10
8	6	10	i	-1
9	-9	7	i	-9
10	-12	-3	i	5
11	-4	2	i	-2
12	15	-1	i	4

The results go on:
cpd	molecule	MT1-MMP act inh	Rin1 Abl inh	MsrA act	SKN-1 block	MsrA inhibitor
13	c1ccc(N2CCN(c3cnccn3)CC2)nc1	4	-3	-6	-3	1.8
14	Cc1ccc(NC(=O)CN(C)C(=O)c2ccc(S(=O)(=O)N(C)c3ccccc3)cc2)cc1	5	2	3	5	1.1
15	COc1ccc(CNC(=O)[C@H](C)N2C(=O)N3CCc4c([nH]c5ccccc45)[C@@]3(C)C2=O)cc1OC	-2	1	-4	19	0.5
16	Cc1cc(NC(=O)CSc2ncc(CO)n2Cc2ccc(F)cc2)no1	-3	2	-2	22	0.3
17	COC(=O)c1c(NC(=O)CN2C(=O)NC3(CCC(C(C)(C)C)CC3)C2=O)sc2c1CCCCC2 (configuration not stated)	-4	-3	-5	7	0.4
18	O=C(Nc1ccccc1N1CCOCC1)c1ccc(S(=O)(=O)NCc2ccco2)cc1	2	-3	-4	0	-0.4
19	CN(C(=O)COC(=O)C12CC3CC(CC(Cl)(C3)C1)C2)C1(C#N)CCCCC1	2	1	-2	9	1.4
20	COc1ccc(C2C(C(=O)Nc3cccnc3)=C(C)Nc3nc(-c4ccco4)nn32)cc1 (configuration not stated)	-4	0	-1	15	0.5
21	O=C(COC(=O)c1ccccc1C(=O)c1ccccc1)NCCc1ccc(Cl)cc1Cl	0	1	1	6	1.7
22	CCn1c(Cn2nnc(-c3ccccc3)n2)nnc1SCC(=O)Nc1cccc(C(C)=O)c1	0	4	-2	-7	0.3
23	COc1ccc(OC)c(NC2c3ccccc3C(=O)N2Cc2ccc3c(c2)OCO3)c1 (configuration not stated)	-6	0	-1	7	1.1
24	CCN(CC)C(=O)c1cccc(-c2csc(C(NC(C)=O)c3ccc(F)c(F)c3)n2)c1 (configuration not stated)	-1	1	-1	-10	-1.8

cpd	FAS TE block	eLon inh	Neddylation inh	CendR NRP1 mod
13	-8	5	i	2
14	6	-4	i	-8
15	-3	-3	i	2
16	-4	2	i	7
17	24	-3	i	-2
18	-6	0	i	-6
19	17	-10	i	9
20	-1	-3	i	10
21	28	12	i	-7
22	12	1	i	12
23	15	-16	i	7
24	0	-9	i	6

Following part
cpd	molecule	MT1-MMP act inh	Rin1 Abl inh	MsrA act	SKN-1 block	MsrA inhibitor
25	COc1ccc(Br)c(-c2nc(CS(=O)(=O)c3ccc(F)cc3)no2)c1	1	-4	-1	2	1.0
26	CNC(=O)C1CC(=O)N(c2ccc(OCC(=O)Nc3ccc(OC)cc3)cc2)C1 (configuration not stated)	-2	2	1	16	0.0
27	COC(=O)c1cc(Oc2ccc(S(=O)(=O)N3CCOCC3)cc2[N+](=O)[O-])cc(C(=O)OC)c1	4	2	-1	6	0.0
28	O=C(c1cc(-c2cccs2)nc2ccccc12)N1CCN(c2ccccc2O)CC1	-4	-2	-3	-3	1.4
29	CCN1CCN(C(C(=O)NC2CCCCC2)c2cc3ccccc3o2)CC1 (configuration not stated)	3	0	0	-10	1.7
30	CCN(CCNC(=O)C1CC(=O)N(CCc2ccccc2)C1)c1ccccc1 (configuration not stated)	-7	-2	-1	-5	0.3
31	O=C(NCc1ccccc1Cl)C1CCCN1C(=O)Nc1ccccc1 (configuration not stated)	1	3	-1	8	0.7
32	C=CCn1c(Cc2cccs2)nnc1SCC(=O)Nc1ccc(C(=O)OCC)cc1	2	-3	-2	-5	-0.7
33	CC(/C=N/NC(=O)CSc1nnc(SCc2ccccc2)s1)=C\c1ccco1	4	-6	-4	14	3.7
34	CCN(CC)CCCNC(=S)N(CCCO)Cc1cc2cc3c(cc2[nH]c1=O)OCO3	-1	-1	-3	15	0.8
35	O=C(NCc1ccc2c(c1)OCO2)c1cc(-c2ccccc2)nn1CC1CC(c2cccnc2)=NO1 (configuration not stated)	-1	0	2	11	2.4
36	Cc1cc2ncn(-c3ncnc4scc(-c5ccccc5)c34)c2cc1C	-8	-3	1	11	-0.4

cpd	FAS TE block	eLon inh	Neddylation inh	CendR NRP1 mod
25	26	-4	i	1
26	-6	3	i	1
27	38	-18	i	-2
28	15	12	i	-10
29	-9	-6	i	10
30	-1	-12	i	14
31	-1	6	i	5
32	0	-2	i	-9
33	16	-18	i	-13
34	-5	-4	/	-130
35	-2	5	i	0
36	40	-7	i	1

(listing goes on)
cpd	molecule	MT1-MMP act inh	Rin1 Abl inh	MsrA act	SKN-1 block	MsrA inhibitor
37	Cc1nonc1NC(=O)c1oc2ccccc2c1C	0	-3	-1	4	-1.0
38	CCOc1ccc(OCCC(=O)N(CC)CC(=O)Nc2ccccc2OC)cc1	1	5	-1	1	-1.1
39	C=CCCC(=O)Nc1ccc(COC(=O)N2CCOCC2)cc1	2	0	-2	8	0.4
40	O=C(CSc1ncccc1C(=O)O)c1ccccc1	1	1	0	4	1.9
41	COc1ccc(CNC(=O)c2cnc3cc(C)ccn3c2=O)cc1	0	0	-5	-3	2.9
42	COc1ccc(NS(=O)(=O)c2ccc(NC(=S)NC(=O)c3ccc(F)cc3)cc2)nn1	-2	3	-4	-2	-0.4
43	CC1CCN(CC(=O)Nc2ccccc2C#N)CC1	2	1	-2	8	-0.4
44	Cc1cccc(C(=O)OCC(=O)N2CCCCCC2)c1O	4	3	-12	-6	0.1
45	CCN(CC)/C(N)=N/c1nc(C)cc(C)n1	-1	-2	-5	1	0.9
46	Cc1ccc2c(c1)N(S(=O)(=O)c1ccc(F)cc1)C(C(C)(C)C)CO2 (configuration not stated)	-5	1	1	-21	0.7
47	C#CCN(C[C@H]1[C@H](OC(=O)NCc2ccccc2)[C@H](OC(=O)NCc2ccccc2)C[C@@H](C(=O)OC)[C@H]1C(=O)OC)S(=O)(=O)c1ccc(C)cc1	-4	-2	-8	1	1.2
48	O=C(COC(=O)CNC(=O)c1ccco1)NCc1ccc(F)cc1	-1	-1	1	-5	-0.6

cpd	FAS TE block	eLon inh	Neddylation inh	CendR NRP1 mod
37	-1	-9	i	8
38	0	4	i	-10
39	-4	-7	i	-19
40	-6	5	i	-3
41	0	-6	i	-26
42	-9	-7	i	-1
43	-1	-3	i	14
44	-7	0	i	0
45	-5	1	i	2
46	20	1	i	5
47	17	5	i	3
48	-5	-5	i	-4

Next structures follow:
cpd	molecule	MT1-MMP act inh	Rin1 Abl inh	MsrA act	SKN-1 block	MsrA inhibitor
49	COc1ccc(NC(=O)CN(c2ccccc2)S(=O)(=O)N(C)C)cc1Cl	10	2	1	5	-0.6
50	Cn1c(N)c(C(=O)COC(=O)c2cc(S(=O)(=O)NCc3ccccc3)ccc2O)c(=O)n(C)c1=O	-3	2	-3	-2	0.0
51	C=CCC(NC(=O)Cc1ccccc1)C(=O)NCCC (configuration not stated)	-2	0	-3	9	-0.3
52	CCC(C)Sc1ccc([C@H]2N[C@@](Cc3ccccc3)(C(=O)OC)[C@H]3C(=O)N(CC)C(=O)[C@@H]23)cc1OC (some centres not stated)	3	0	-8	-4	-1.2
53	COc1ccc2c(c1)c(CC(=O)Nc1cccc(S(N)(=O)=O)c1)c(C)n2C(=O)c1ccc(Cl)cc1	7	-3	-3	-6	0.9
54	CC1Cc2ccccc2N1CC(=O)Nc1cc(S(=O)(=O)N2CCOCC2)ccc1Cl (configuration not stated)	-3	2	0	2	-0.4
55	COCCn1c(=S)[nH]c2cc(C(=O)NC3CCCC(C)C3C)ccc2c1=O (configuration not stated)	1	2	-8	-2	0.2
56	Cc1ccc(C)c(N2CCN(C(C(=O)NC3CCCC3)c3ccco3)CC2)c1 (configuration not stated)	-8	/	/	29	2.1

cpd	FAS TE block	eLon inh	Neddylation inh	CendR NRP1 mod
49	2	0	i	-1
50	7	-4	i	-6
51	-13	13	i	11
52	28	0	i	-1
53	26	-3	i	-14
54	10	-2	i	-3
55	-1	2	i	7
56	/	/	i	4

Among those listed so far, 7 have a furan ring, fused or not.
cpd	molecule	MT1-MMP act inh	Rin1 Abl inh	MsrA act	SKN-1 block	MsrA inhibitor
18	O=C(Nc1ccccc1N1CCOCC1)c1ccc(S(=O)(=O)NCc2ccco2)cc1	2	-3	-4	0	-0.4
20	COc1ccc(C2C(C(=O)Nc3cccnc3)=C(C)Nc3nc(-c4ccco4)nn32)cc1 (configuration not stated)	-4	0	-1	15	0.5
29	CCN1CCN(C(C(=O)NC2CCCCC2)c2cc3ccccc3o2)CC1 (configuration not stated)	3	0	0	-10	1.7
33	CC(/C=N/NC(=O)CSc1nnc(SCc2ccccc2)s1)=C\c1ccco1	4	-6	-4	14	3.7
37	Cc1nonc1NC(=O)c1oc2ccccc2c1C	0	-3	-1	4	-1.0
48	O=C(COC(=O)CNC(=O)c1ccco1)NCc1ccc(F)cc1	-1	-1	1	-5	-0.6
56	Cc1ccc(C)c(N2CCN(C(C(=O)NC3CCCC3)c3ccco3)CC2)c1 (configuration not stated)	-8	/	/	29	2.1

cpd	FAS TE block	eLon inh	Neddylation inh	CendR NRP1 mod
18	-6	0	i	-6
20	-1	-3	i	10
29	-9	-6	i	10
33	16	-18	i	-13
37	-1	-9	i	8
48	-5	-5	i	-4
56	/	/	i	4

Screening data as filed in PubChem BioAssay.
